Xi reactivation: reactivates the inactive X chromosome in mouse fibroblasts | XiGFP mouse fibroblasts, % GFP-positive cells imaging, 3 d; cells co-treated with 5-aza-dC sensitizer; scaled so ellipticine positive control = 100% | activation, % at 7.58 µM | hit rate 0.055% among 360,000;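 active = mean normalized replicate activation at least 10% and every replicate at or above 10%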;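 also: 0% = median of on-plate neutral control wells and 100% = ellipticine 6 µM median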
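System: XiGFP fibroblasts, SV40-immortalized. Medium: DMEM plus 5-aza-dC sensitizer. Doses: single point. Timing: 3 d treatment, 15 min room-temperature fixation. Control set: ellipticine 6 µM.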
PGC1a acetyl inh: PGC1a acetylation modulation, inhibitor mode | inhibition, % at 15.6 µM | hit rate 0.17% among 350,000 | AID 651687 | U2OS PGC1a acetylation, AlphaScreen anti-acetyl-lysine; with virally co-expressed GCN5 acetyltransferase;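 active = every replicate shows inhibition of at least 40%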;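 also: 0% = neutral control wells and 100% = positive control wells; some results beyond the cut were filed as inactive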
Cneo AK release: causes C. neoformans cell lysis; adenylate kinase release luminescence, 4 h; normalised: neutral wells 0, clomiphene wells 100; lysis activity, % at 15 µM; hit rate 0.2% among 360,000;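 active = mean lysis activity across replicates of at least 80%, whatever share of replicates individually reach that level; inactive = mean lysis activity below 80%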
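read-out = cell lysis signal | test system = log-phase Cryptococcus neoformans yeast cells | input = cells at 5 × 10^6 per mL | medium = fresh YPD growth medium | signal = luminescent adenylate kinase detection reagent | timing = 4 h at 37 °C static, read 1 h later | dosing = single dose | controls = Clomiphene as positive lysis control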
SIRT5 block: inhibitors of human sirtuin-5 desuccinylase | Q9NXA8 | Purified SirT5, succinyl-peptide AMC, trypsin-coupled fluorescence | inhibition, % at 15 µM | hit rate 1.1% among 330,000 | AID 652115; in the data active = inhibition above about 15%
Target sequence (Q9NXA8 whole entry, looked up): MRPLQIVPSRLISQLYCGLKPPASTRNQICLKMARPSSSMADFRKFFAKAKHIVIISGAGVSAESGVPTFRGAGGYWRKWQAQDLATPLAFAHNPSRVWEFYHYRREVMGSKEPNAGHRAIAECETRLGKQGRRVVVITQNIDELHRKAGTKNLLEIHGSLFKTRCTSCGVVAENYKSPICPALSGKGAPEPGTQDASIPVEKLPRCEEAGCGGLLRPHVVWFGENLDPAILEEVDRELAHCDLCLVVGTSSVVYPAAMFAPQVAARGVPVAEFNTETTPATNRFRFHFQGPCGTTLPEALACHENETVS
C2C12 statin: protects C2C12 myotubes from simvastatin toxicity. rescue of ATP level, % at 7.49 µM. hit rate 0.78% among 330,000. ATP luminescence, 48 h; scaled: DMSO 0, geranylgeraniol control 100;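 active = mean ATP rescue above about 67%, or every replicate alone reaching that limit, limit read from the data, passing the limit was not always enough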;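 also: myotubes were challenged with 10 µM simvastatin during compound exposure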
ERAP1 HTS inh: blocks human ERAP1 aminopeptidase activity; Q9NZ08; recombinant ERAP1, Leu-AMC fluorescence, 60 min; inhibition, % at 10.7 µM; hit rate 0.15% among 340,000; AID 652197;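 active = mean replicate inhibition of at least 30%, or all replicates individually reaching that 30% level; inactive = mean below 30% and not every replicate reaching it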;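 also: 0% = neutral control wells and 100% = L-leucinethiol positive control wells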
LGR2 antag: inhibitors of bursicon-induced Drosophila LGR2 receptor cAMP signaling; HEK293 LGR2, CRE-luciferase, bursicon-stimulated, 4 h; inhibition, % at 9.99 µM; hit rate 0.35% among 380,000; AID 720647;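 active = drop in luminescence signal, shown as inhibition above about 50% in the replicate tests, limit read from the data, passing the limit was not always enough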;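 also: agonist challenge used bursicon conditioned medium at about half maximal strength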
S100A4 inh HTS: inhibitors of human S100A4 binding to myosin IIA peptide. hit rate 0.14% among 360,000. inhibition, % at 10.7 µM. P26447. S100A4/TAMRA-MyoIIA peptide fluorescence polarization;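 active = mean inhibition of at least 70% across replicates, with every replicate also reaching that level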
Target sequence (P26447 whole entry, looked up): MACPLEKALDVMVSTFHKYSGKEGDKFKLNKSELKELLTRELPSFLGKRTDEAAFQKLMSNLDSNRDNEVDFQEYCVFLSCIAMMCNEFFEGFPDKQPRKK
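Test system: S100A4 monomer protein. Medium: HEPES buffer with Ca2+, pH 7.2. Reagent: fluorescent myosin IIA peptide, 5 nM. Compound dosing: single-point compound testing. Timing: 5 min between mix addition and reading. Benchmarks: DMSO neutral and TFP positive wells.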
The depositor's hits bear a star; . = not tested or not shown. This is a subset; rates above refer to the full screens.

Every second line gives: Xi reactivation | PGC1a acetyl inh | Cneo AK release | SIRT5 block | C2C12 statin | ERAP1 HTS inh | LGR2 antag | S100A4 inh HTS
CON(C)C(=O)C(C)(C)CC#CCN(CC#Cc1ccccc1)S(=O)(=O)c1ccc(C)cc1
    0.1 | . | . | . | . | 1 | 10 | -2
Cc1cc(=O)oc2cc(OCc3ccc(C(=O)OCC(=O)Nc4ccc(N(C)C)cc4)cc3)ccc12
    0.0 | 16 | . | -1 | . | -4 | -9 | 0
CC(C)C(=O)Nc1ccc2c(c1)C(=O)N(C)[C@@H]1CC[C@@H](CC(=O)NCc3ccc(F)cc3)O[C@@H]1CO2
    0.2 | -4 | 54 | -3 | -2 | 4 | -2 | 5
CCC1=NN(C(=O)CCc2ccc3c(c2)OCO3)C(O)(C(F)(F)F)C1 (configuration not stated)
    0.5 | 3 | . | 4 | -4 | 5 | -4 | 11
CC1CCC(NC(=O)Cn2cnc3sccc3c2=O)CC1 (configuration not stated)
    0.0 | . | -2 | -1 | 2 | 1 | -3 | 2
CC(=O)Nc1ccc(/C(C)=N/Nc2nc(N3CCOCC3)nc(N3CCOCC3)n2)cc1
    0.0 | 4 | . | -2 | . | -4 | -21 | 2
OC[C@@H]1CN(Cc2ccc(Cl)cc2)C[C@H](n2cnc3c(N4CCOCC4)ncnc32)O1
    0.2 | . | 1 | . | 8 | -3 | -4 | -2
OCC1CCCCN1CC(O)COC(c1ccc(F)cc1)c1ccc(F)cc1 (configuration not stated)
    0.0 | 2 | 2 | 1 | -17 | 0 | -11 | -9
CCC(=O)N[C@H]1C=C[C@@H](CC(=O)NCc2ccccc2F)O[C@@H]1CO
    -0.2 | 2 | 0 | 1 | 6 | 4 | -26 | 4
C[C@H]1CN([C@@H](C)CO)C(=O)c2cccc(NS(=O)(=O)c3ccccc3)c2O[C@H]1CN(C)S(C)(=O)=O
    -0.6 | 7 | -6 | -1 | -41 | 2 | -11 | 1
Cc1cc(OC(C)C(=O)NCCc2c[nH]c3ccccc23)c2c(C)cc(=O)oc2c1 (configuration not stated)
    . | 4 | -2 | 4 | 1 | 0 | -7 | 2
Nc1nc(-c2cccs2)c(-c2cccs2)s1
    -0.1 | 8 | 3 | -4 | -23 | 2 | -13 | -3
COc1ccccc1NC(=O)C/C(C)=N/NC(=O)C12CC3CC(CC(C3)C1)C2
    0.0 | -18 | -2 | -11 | -13 | -2 | 22 | 2
CCN(CC)C(=O)[C@H]1CC(CC(=O)NCc2ccc(OC)c(OC)c2)C(=O)N2CCc3c([nH]c4ccc(OC)cc34)[C@]12C (some centres not stated)
    -0.1 | . | 0 | -6 | 1 | -2 | -22 | -1
Cc1ccc(C(=O)OCC(=O)NCc2cccs2)cc1
    0.1 | -4 | -1 | -3 | 4 | 0 | 5 | -3
COC(=O)c1ccc(-c2noc(CN(C)CCC3CCCCO3)n2)cc1 (configuration not stated)
    0.0 | . | . | -4 | . | 4 | 11 | 0
CCOC(=O)N1CCN(C(=O)c2ccc(S(=O)(=O)NCc3ccco3)cc2)CC1
    0.1 | 13 | -3 | 0 | 2 | 0 | 11 | -2
Cc1ccccc1NC(=O)C(C)OC(=O)C1CCCO1 (configuration not stated)
    0.3 | . | -1 | . | 4 | 0 | 1 | -5
COc1ccc(CNC(=O)C(C)N2C(=O)NC(c3ccccc3)(c3ccccc3)C2=O)cc1 (configuration not stated)
    0.2 | -5 | -1 | -2 | 12 | 3 | 1 | -4
CN1C(=O)c2cc(NS(=O)(=O)CC(F)(F)F)ccc2OC[C@H]2O[C@@H](CC(=O)Nc3cccc(F)c3)CC[C@@H]21
    0.0 | . | -2 | 2 | 3 | -1 | -4 | 4
CC(C)C#Cc1cnc2c(c1)C(=O)N([C@H](C)CO)C[C@@H](C)[C@H](CN(C)C(=O)c1ccc3c(c1)OCO3)O2
    0.1 | 0 | 13 | 1 | 14 | -2 | -17 | 7
O=C(CSc1ccc(-c2ccco2)nn1)NCc1ccc(Cl)cc1
    0.2 | 0 | 28 | . | 20 | . | 32 | .
COc1ccc(S(=O)(=O)NC2CCSc3ccccc32)cc1NC(C)=O (configuration not stated)
    0.4 | -3 | 1 | -3 | 4 | 4 | 6 | 4
COc1ccc(S(=O)(=O)Nc2ccc3c(c2)C(=O)N([C@@H](C)CO)C[C@@H](C)[C@@H](CN(C)C(=O)NC(C)C)OCCCC[C@@H](C)O3)cc1
    -0.4 | -16 | -4 | 4 | . | -3 | -6 | -3
Cn1c(SCC(=O)NCc2ccc3c(c2)OCO3)ncc(C(=O)Nc2ccc(F)cc2)c1=O
    0.0 | . | . | 1 | . | -2 | -2 | -1
CCOc1ccccc1-n1nnnc1SC(C)C(=O)OC (configuration not stated)
    0.0 | -3 | . | -7 | . | -3 | -10 | -4
C[C@@H]1CN([C@@H](C)CO)C(=O)c2cc(NC(=O)Nc3cccc4ccccc34)ccc2O[C@H]1CN(C)Cc1ccc2c(c1)OCO2
    0.1 | 0 | 0 | 13 | -27 | 2 | 13 | -28
Cc1ccc(-c2nn3c(C)nnc3s2)cc1NC(=O)C(C)C
    0.1 | . | 8 | . | 3 | -1 | 0 | 3
Cc1cccc(C(=O)c2c(N)sc3c2CCCC3)c1
    0.0 | -2 | -2 | . | . | . | 8 | .
Cc1nc2ccc(C(=O)O)cc2c2c1CC(C)S2 (configuration not stated)
    . | -3 | -2 | . | 14 | . | -7 | .

Entries of single compounds as entered above. Screens in order: Xi reactivation	PGC1a acetyl inh	Cneo AK release	SIRT5 block	C2C12 statin	ERAP1 HTS inh	LGR2 antag	S100A4 inh HTS
Record of Cn1c(SCC(=O)NCc2ccc3c(c2)OCO3)ncc(C(=O)Nc2ccc(F)cc2)c1=O : 0.0	.	.	1	.	-2	-2	-1
Record of COc1ccc(CNC(=O)C(C)N2C(=O)NC(c3ccccc3)(c3ccccc3)C2=O)cc1 (configuration not stated) : 0.2	-5	-1	-2	12	3	1	-4

Next part
Every second line gives: Xi reactivation | PGC1a acetyl inh | Cneo AK release | SIRT5 block | C2C12 statin | ERAP1 HTS inh | LGR2 antag | S100A4 inh HTS
COc1ccc(CCNC(=O)CN(C)S(=O)(=O)c2cccs2)cc1OC
    . | 2 | -2 | . | 8 | . | 12 | .
CCN1CCN(c2ccc(S(=O)(=O)N3CCCCC3)cc2NC(=O)COc2ccccc2)CC1
    0.0 | . | 1 | 2 | -5 | 4 | 6 | -7
Cn1c(CCN2CCN(c3ccccn3)CC2)nc2cc(NC(=O)COc3ccc(Cl)cc3)ccc21
    0.0 | 24 | 0 | 0 | -28 | -3 | 12 | 6
C[C@@H]1CN([C@@H](C)CO)C(=O)Cc2cc(NC(=O)Nc3ccc(C(F)(F)F)cc3)ccc2O[C@H]1CN(C)S(=O)(=O)c1ccc(Cl)cc1
    -0.2 | 6 | . | 9 | 8 | 0 | 4 | -5
CCc1ccccc1NC(=O)Nc1ccc(F)cc1
    0.0 | 13 | 2 | . | -11 | . | 3 | .
C[C@H]1CCCCO[C@H](CN(C)Cc2ccc(C(F)(F)F)cc2)[C@@H](C)CN([C@@H](C)CO)C(=O)c2cc(NC(=O)Nc3ccc(F)cc3)ccc2O1
    -0.1 | 1 | 0 | 11 | . | 1 | -44 | -8
O=C(NCC(=O)N1CCCCCCC1)c1ccc(Br)o1
    -0.1 | . | -1 | -2 | 3 | -2 | 0 | -5
COc1ccc(N=Cc2c(O)n(-c3cccc(C)n3)c(=O)c3ccccc23)cc1
    0.0 | 1 | -9 | . | -5 | . | -3 | .
NC(=O)COC(=O)CC(NC(N)=O)c1ccc(Cl)cc1 (configuration not stated)
    0.1 | 107* | 2 | -4 | . | 5 | 17 | -4
COc1ccc(OC)c(NC(=S)NCCC(c2ccccc2)c2ccccc2)c1
    . | 11 | 31 | 1 | . | 4 | 12 | 1
CC1CC2C(C(O)CC3(C)C2CCC3(O)C(=O)CO)C2(C)C=CC(=O)C=C12 (configuration not stated)
    0.0 | 2 | . | 35* | 11 | -1 | -17 | 1
C[C@H](CO)N1C[C@H](C)[C@H](CN(C)C(=O)Nc2ccc3c(c2)OCO3)Oc2ncc(-c3cccc(C(F)(F)F)c3)cc2C1=O
    -1.3 | -15 | -12 | 13 | 7 | 1 | 5 | -6
O=C(C[C@@H]1C[C@@H]2c3cc(NC(=O)NC4CCCCC4)ccc3O[C@@H]2[C@H](CO)O1)NCc1ccncc1
    0.0 | -2 | -1 | -4 | 3 | -3 | 19 | -101
O=C1N/C(=N\N=C\c2cccs2)SC1Cc1ccc(Cl)c(Cl)c1 (configuration not stated)
    -0.1 | . | . | 0 | . | 17 | -32 | 5
Cc1ccc2c(N)[nH]nc2n1
    0.0 | . | . | -5 | . | 1 | -9 | 3
COc1ccc(CN2CCc3cc(OC)c(OC)cc3C2)cc1O
    . | -4 | -1 | -10 | 6 | -2 | . | -10
COCC(=O)N(C)C[C@@H]1Oc2ncc(C3=CCCCC3)cc2C(=O)N([C@@H](C)CO)C[C@H]1C
    -0.8 | 3 | 1 | 2 | 5 | 0 | 31 | -13
C[C@@H]1CN([C@@H](C)CO)C(=O)c2cc(C#Cc3cccnc3)cnc2O[C@@H]1CN(C)C(=O)CC1CC1
    0.0 | 3 | -1 | 10 | 5 | -2 | 18 | -51
COc1c(C)cccc1C(=O)Nc1ccc(N2CCN(C(=O)c3ccccc3C)CC2)cc1
    0.0 | 17 | -5 | -1 | -11 | -2 | 13 | -2
CCOc1ccc2nc(NC3=NC(c4ccc(OC)cc4)CC(=O)N3)nc(C)c2c1 (configuration not stated)
    . | -6 | . | -5 | . | -1 | 20 | -6

Structural class, those above containing a Cl atom (six)
Every second line gives: Xi reactivation | PGC1a acetyl inh | Cneo AK release | SIRT5 block | C2C12 statin | ERAP1 HTS inh | LGR2 antag | S100A4 inh HTS
OC[C@@H]1CN(Cc2ccc(Cl)cc2)C[C@H](n2cnc3c(N4CCOCC4)ncnc32)O1
    0.2 | . | 1 | . | 8 | -3 | -4 | -2
O=C(CSc1ccc(-c2ccco2)nn1)NCc1ccc(Cl)cc1
    0.2 | 0 | 28 | . | 20 | . | 32 | .
Cn1c(CCN2CCN(c3ccccn3)CC2)nc2cc(NC(=O)COc3ccc(Cl)cc3)ccc21
    0.0 | 24 | 0 | 0 | -28 | -3 | 12 | 6
C[C@@H]1CN([C@@H](C)CO)C(=O)Cc2cc(NC(=O)Nc3ccc(C(F)(F)F)cc3)ccc2O[C@H]1CN(C)S(=O)(=O)c1ccc(Cl)cc1
    -0.2 | 6 | . | 9 | 8 | 0 | 4 | -5
NC(=O)COC(=O)CC(NC(N)=O)c1ccc(Cl)cc1 (configuration not stated)
    0.1 | 107* | 2 | -4 | . | 5 | 17 | -4
O=C1N/C(=N\N=C\c2cccs2)SC1Cc1ccc(Cl)c(Cl)c1 (configuration not stated)
    -0.1 | . | . | 0 | . | 17 | -32 | 5

Assay outcomes as filed in PubChem BioAssay.
